Screens: PubChem BioAssay, several laboratories
MITF TRPM1 HTS: activators of MITF-driven TRPM1 promoter reporter, primary screen, cell-based, SK-MEL-5, luciferase, single point. SK-MEL-5 TRPM1-promoter luciferase, 24 h; % of positive control, neutral wells = 0. 300,000 compounds, 0.75% hits. activation, % at 12.5 µM;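 active = mean activation of at least 80% with every replicate also reaching 80%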;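 note: 0% = neutral control wells and 100% = parthenolide positive control wells; values of inactives mirror those of a sister screen read the other way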
Rtt109 Vps75: inhibitors of C. albicans Rtt109/Vps75 HAT, primary screen, biochemical, ThioGlo CoA-SH fluorescence, plate reader; purified Rtt109/Vps75, 4 h; inhibition, % at 34.9 µM; Histone acetyltransferase RTT109 (Candida albicans (strain SC5314 / ATCC MYA-2876)), …; 330,000 compounds, 0.16% hits;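 active = inhibition of at least 50% in every replicate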
CAL PDZ FP-1: untagged CAL PDZ binding inhibitors, primary screen, biochemical, fluorescence polarization, HTS; Golgi-associated PDZ and coiled-coil motif-containing protein (Homo sapiens), Q9HD26; purified CAL PDZ, TMR-peptide fluorescence polarization, 1 h; inhibition, % at 24.9 µM; 300,000 compounds, 0.92% hits; AID 602252, 2012;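 active = mean inhibition of at least 30% with at least half of replicates also reaching 30%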;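 note: 0% = DMSO neutral control and 100% = excess unlabeled competitor peptide PRC23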
CDK5 inh: inhibitors of human CDK5/p35 kinase, primary screen, biochemical, single concentration | inhibition, % at 10 µM | 330,000 compounds, 0.01% hits | AID 488839, 2010 | Recombinant CDK5/p35, ADP-Glo luminescence, 60 min;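 active = highest replicate inhibition of at least 50% and at least 75% of replicates reaching 50%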;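 note: plate controls were DMSO neutral control for no effect and GW8510 at 10 µM for full effect; many of its hits are not listed in these tables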
Target sequence (Q00535 whole entry, looked up): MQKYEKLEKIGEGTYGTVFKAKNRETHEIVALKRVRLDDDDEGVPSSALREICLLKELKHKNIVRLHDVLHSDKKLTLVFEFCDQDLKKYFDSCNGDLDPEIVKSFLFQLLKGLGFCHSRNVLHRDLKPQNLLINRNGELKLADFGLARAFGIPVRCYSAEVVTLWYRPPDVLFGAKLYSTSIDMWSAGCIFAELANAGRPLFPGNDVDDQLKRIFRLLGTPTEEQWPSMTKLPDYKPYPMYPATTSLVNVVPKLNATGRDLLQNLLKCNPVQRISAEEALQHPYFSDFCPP
Target sequence (Q15078 whole entry, looked up): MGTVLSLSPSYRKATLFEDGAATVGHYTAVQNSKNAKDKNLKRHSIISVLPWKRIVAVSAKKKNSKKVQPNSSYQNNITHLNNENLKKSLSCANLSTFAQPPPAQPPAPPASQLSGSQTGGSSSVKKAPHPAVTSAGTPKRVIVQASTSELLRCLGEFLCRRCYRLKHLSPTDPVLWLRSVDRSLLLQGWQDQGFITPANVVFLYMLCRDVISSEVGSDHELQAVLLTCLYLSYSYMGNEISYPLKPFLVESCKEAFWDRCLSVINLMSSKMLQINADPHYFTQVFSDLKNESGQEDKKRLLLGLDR
V-ATPase pH: regulators of yeast V-ATPase proton pumping, primary screen, pHLuorin cytosolic pH fluorescence | S. cerevisiae | response, % at 10 µM | 350,000 compounds, 0.37% hits | AID 504577, 2011; in the data active = response mostly above about 7.3%, no sharp cut-off; inactive = mostly below about 5.4%; note: actives read high; inactives centre near 0; some compounds called inactive have numbers as strong as hits
Tat export inh: E. coli Tat export inhibitors, primary screen, MC4100, TorA-mCherry reporter, fluorescence, single point; inhibition, % at 10 µM; 340,000 compounds, 0.036% hits; AID 488895, 2010;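 active = mean replicate inhibition at least 50% and at least half of replicates individually reaching 50%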;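 note: exported cargo escapes ClpAP degradation while cytoplasmic cargo is degraded and loses fluorescence; 0% = median of neutral control wells and 100% = median of NaSCN control wells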
CAL PDZ FP-2: CAL PDZ peptide-binding inhibitors, primary screen, biochemical, fluorescence polarization, Cer-tagged CAL PDZ, HTS; Golgi-associated PDZ and coiled-coil motif-containing protein (Homo sapiens), Q9HD26; inhibition, % at 20 µM; purified CAL PDZ, TMR-peptide fluorescence polarization, 1 h; AID 504414, 2011; 330,000 compounds, 0.02% hits;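 active = highest replicate inhibition of at least 40%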;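 note: plate controls were DMSO neutral control wells for no effect and unlabeled competitor peptide control wells for full effect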
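Material: tagged CAL PDZ protein CerCALP, purified; buffer or medium: sodium phosphate/NaCl buffer pH 7.4 with TCEP, IgG, Thesit; also added: fluorescent TMR peptide probe; schedule: 1 h incubation at room temperature before polarization reading; technique: fluorescence polarization from S- and P-plane intensities, G-factor corrected; control set: unlabelled peptide and DMSO controls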
Wnt act: Wnt/beta-catenin pathway activators, primary screen, cell-based, plate reader, single point; activation, % at 9.35 µM; Wnt/beta-catenin reporter cell assay, activator; 300,000 compounds, 1.2% hits; AID 743398, 2014; in the data active = activation above about 30%, passing the limit was not always enough;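 note: 0% = neutral control wells and 100% = positive control wells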
cardiac RTF act: cardiac RTF calcium sensitivity activators, primary screen, biochemical, IANBD-TnC fluorescence, EC20 calcium; activation, % at 7.2 µM; AID 493008, 2010; Troponin I, cardiac muscle (Homo sapiens) + Troponin T, cardiac muscle (Homo sapiens) + …; 340,000 compounds, 0.24% hits; IANBD-labeled TnC RTF fluorescence at EC20 calcium; 0% EC20 calcium, 100% full calcium;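 active = activation above the mean over all tested compounds plus 3 SD, cut at about 30% in these data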;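 note: rise in fluorescence read as greater calcium sensitivity of cardiac thin filaments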
dFosB activator: activators of delta FosB homodimer, primary screen, biochemical, fluorescence polarization, TAMRA-CDK5 oligo, single point; purified delta FosB; percent of positive-control signal above neutral wells; activation, % at 25 µM; 340,000 compounds, 0.99% hits;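 active = mean activation above about 17%, with every replicate also reaching it, limit read from the data, passing the limit was not always enough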;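 note: fluorescence polarization rise as delta FosB binds a TAMRA Cdk5 AP-1 oligo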
Target sequence (P13346 whole entry, looked up): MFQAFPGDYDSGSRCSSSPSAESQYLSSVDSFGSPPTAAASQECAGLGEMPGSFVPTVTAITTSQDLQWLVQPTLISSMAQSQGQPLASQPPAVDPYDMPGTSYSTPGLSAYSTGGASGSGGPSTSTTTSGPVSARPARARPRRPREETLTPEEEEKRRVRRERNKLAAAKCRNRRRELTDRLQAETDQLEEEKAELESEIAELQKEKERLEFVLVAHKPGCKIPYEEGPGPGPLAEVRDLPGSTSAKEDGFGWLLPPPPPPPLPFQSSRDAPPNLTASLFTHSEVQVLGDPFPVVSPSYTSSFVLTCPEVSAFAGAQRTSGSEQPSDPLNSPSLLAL
An asterisk follows results filed as active; x = no result given; & = joins results of further samples. Rows were taken by chance (roughly 4.1% active in at least one column).

V-ATPase pH,CAL PDZ FP-1,cardiac RTF act,Rtt109 Vps75,CDK5 inh,Tat export inh,dFosB activator,Wnt act,CAL PDZ FP-2,MITF TRPM1 HTS,SMILES
2,x,0,4,0.7,19,-9,-2,-0.9,2,Cc1nc2c(-c3ccccc3)c(C)nn2c(C)c1CCC(=O)NC(C)CCc1ccco1 (stereo unspecified)
3,1,3,-3,-6.8,1,32*,6,-1.8,12,COc1ccc(NC(=O)Cn2nnc(C(=O)Nc3ccc(F)c(Cl)c3)c2N)cc1
2,-3,2,-18,-1.9,-2,1,7,-0.2,0,COC(=O)c1c(NC(=O)CCC(=O)O)sc(Cc2ccccc2)c1C
-2,9,0,-3,-0.6,-2,-7,x,x,12,Cc1cc(C(=O)OCC(=O)Nc2ncc(C(F)(F)F)cc2Cl)c(C)o1
-1,-4,-4,0,-1.3,17,-5,0,-1.7,-7,CCn1ccnc1[C@@H]1C[C@H]2CN(Cc3cccc(Cl)c3)C(=O)[C@]23CCCN13
-5,-1,0,-3,-1.5,-2,10,-4,0.7,3,Cc1ccc(NC(=O)CC(NC(=O)c2ccccc2Cl)c2ccccc2)nc1 (stereo unspecified)
0,0,-3,-1,2.7,-8,-1,-1,-1.0,x,Cc1cc(Br)ccc1OCCN1CCCC1
1,1,4,5,-0.3,6,-4,-1,-3.0,-4,CC(C)(C)OC(=O)N1CC(O)CC1C(=O)OCC(=O)c1ccc(-c2ccccc2)cc1 (stereo unspecified)
0,-3,-10,x,-3.3,1,-5,-11,-3.4,-6,O=C(OCC(=O)N1CCN(c2ccccc2)CC1)c1ccc2ncsc2c1
5,-1,7,21,1.8,0,-5,-4,-2.2,0,COc1ccc(CCNC(=O)C2CC(=O)N(c3ccc(C)cc3)C2)cc1 (stereo unspecified)
0,1,0,-3,-1.4,-6,-1,4,0.1,10,COc1cccc(NC(=O)CSc2nc3ccccc3nc2N2CCCC2)c1
5,x,-2,-8,0.5,4,-6,0,-0.1,11,CCCCN(C(=O)c1cnccn1)c1c(N)n(CCC)c(=O)[nH]c1=O
-1,x,0,-7,0.1,6,-4,1,-0.4,-2,Cc1cc(NC(=O)C23CC4CC(CC(C4)C2)C3)n[nH]1
2,0,3,2,1.4,2,-10,-3,-1.3,3,CCn1c(SCC(=O)Nc2cccc(S(=O)(=O)N(C)c3ccccc3)c2)nnc1C1CC1
4,4,6,-1,-0.9,-1,-9,-1,-2.8,12,C=CCNC(=S)N1CCN(Cc2ccccc2)CC1
0,-3,-17,-2,1.4,-1,-22,37*,-3.1,-8,CCOc1ccc(C=NNc2ccc(S(=O)(=O)Nc3ccccc3C(=O)O)cc2[N+](=O)[O-])cc1

Next part (five carried over from the part before).
V-ATPase pH,CAL PDZ FP-1,cardiac RTF act,Rtt109 Vps75,CDK5 inh,Tat export inh,dFosB activator,Wnt act,CAL PDZ FP-2,MITF TRPM1 HTS,SMILES
5,x,-2,-8,0.5,4,-6,0,-0.1,11,CCCCN(C(=O)c1cnccn1)c1c(N)n(CCC)c(=O)[nH]c1=O
-1,x,0,-7,0.1,6,-4,1,-0.4,-2,Cc1cc(NC(=O)C23CC4CC(CC(C4)C2)C3)n[nH]1
2,0,3,2,1.4,2,-10,-3,-1.3,3,CCn1c(SCC(=O)Nc2cccc(S(=O)(=O)N(C)c3ccccc3)c2)nnc1C1CC1
4,4,6,-1,-0.9,-1,-9,-1,-2.8,12,C=CCNC(=S)N1CCN(Cc2ccccc2)CC1
0,-3,-17,-2,1.4,-1,-22,37*,-3.1,-8,CCOc1ccc(C=NNc2ccc(S(=O)(=O)Nc3ccccc3C(=O)O)cc2[N+](=O)[O-])cc1
0,-4,-1,-3,1.1,14,-10,-4,-0.3,x,COc1ccc(C(=O)NCc2c(C)nn(Cc3ccccc3)c2C)cc1S(=O)(=O)N1CCOCC1
3,-4,-2,1,-1.4,1,0,-3,-1.8,-16,CCCCCN(C(=O)CCC(=O)OCc1ccc(C(C)(C)C)cc1)c1c(N)n(CCCC)c(=O)[nH]c1=O
-3,-1,0,5,1.8,-2,8,x,1.3,-12,CCCCCC1CC(/C(C)=N/NC(N)=O)OC1=O (stereo unspecified)
-1,-1,5,-11,-1.7,9,2,3,-0.2,9,CC(O)[C@H]1CN=C(N)N1CC(C)(C)C (stereo partly specified)
3,-5,-3,-23,-0.8,0,-9,-14,-0.2,x,CCCCSc1nc(C)cc(NC(=S)Nc2ccc(OC)cc2)n1
-1,0,9,10,4.3,-11,-9,-1,-0.6,3,CC1(C)CC(=O)C2=C(C1)OC(N)=C(C#N)C2c1ccc[nH]1 (stereo unspecified)
1,1,-7,-12,-1.7,4,-2,-1,-1.1,21,COc1ccc(Cc2nc(-c3ccccn3)no2)cc1OC
-1,8,-1,7,-2.4,6,-9,4,-0.3,-6,O=C(CCc1ccccc1)Nc1ccccc1C(=O)NCc1ccco1
-4,-2,-3,4,1.0,-4,-3,x,-1.3,1,COc1ccc(NCN2C(=O)CCC2=O)cc1
-1,x,1,3,-1.1,3,-4,x,-0.4,-6,COc1cc(NC(=O)C2CC2C)c(C(=O)O)cc1OC (stereo unspecified)
1,0,0,-5,0.9,-2,-3,3,-0.6,-2,Cn1cccc1Cc1nnc(SCC(=O)Nc2ccc(Cl)cc2)n1-c1ccc(F)cc1
1,x,-4,4,-3.0,-3,-16,-1,-0.7,-8,COCCCNC(=S)NNC(=O)C(O)(c1ccccc1)c1ccccc1
5,-5,-3,1,1.2,4,-12,-2,-4.3,x,Cc1ccc(C)c(C(=O)CSc2nc(N)cc(=O)[nH]2)c1
-3,1,1,-6,0.0,-2,1,29,-0.8,4,CCCCC(Sc1nc(N)c(NC(=O)c2ccc(OCC)cc2)c(=O)[nH]1)C(=O)O (stereo unspecified)
-3,-4,5,3,1.2,-6,12,-4,-0.7,-7,Cc1ccc(C(=O)NNC(=O)c2cccc(S(=O)(=O)N3CCN(c4ccccc4)CC3)c2)cc1
-3,-5,-1,4,-2.7,-6,0,0,-2.3,6,COc1ccc(-c2cc3c(=O)n(CC(=O)Nc4ccc(Cl)cc4)nc(C)n3n2)cc1

Complete entries from above. Order of values: V-ATPase pH | CAL PDZ FP-1 | cardiac RTF act | Rtt109 Vps75 | CDK5 inh | Tat export inh | dFosB activator | Wnt act | CAL PDZ FP-2 | MITF TRPM1 HTS
CCCCC(Sc1nc(N)c(NC(=O)c2ccc(OCC)cc2)c(=O)[nH]1)C(=O)O (stereo unspecified) across the screens: -3 | 1 | 1 | -6 | 0.0 | -2 | 1 | 29 | -0.8 | 4
Cc1ccc(C(=O)NNC(=O)c2cccc(S(=O)(=O)N3CCN(c4ccccc4)CC3)c2)cc1 across the screens: -3 | -4 | 5 | 3 | 1.2 | -6 | 12 | -4 | -0.7 | -7
Cc1ccc(C)c(C(=O)CSc2nc(N)cc(=O)[nH]2)c1 across the screens: 5 | -5 | -3 | 1 | 1.2 | 4 | -12 | -2 | -4.3 | x

(continued)
V-ATPase pH,CAL PDZ FP-1,cardiac RTF act,Rtt109 Vps75,CDK5 inh,Tat export inh,dFosB activator,Wnt act,CAL PDZ FP-2,MITF TRPM1 HTS,SMILES
-1,-2,-5,10,-3.2,-3,-2,x,0.3,-5,O=C(c1ccco1)N1CCN(S(=O)(=O)c2ccc3[nH]c(=O)oc3c2)CC1
0,-1,-1,-7,-1.0,7,-3,-3,-0.7,x,O=C1c2ccccc2C(=O)N1Cc1ccccc1F
12,-5,-1,3,0.1,10,-13,0,-2.1,5,Cc1ccc(-n2c(SCC(=O)Nc3cccc(S(=O)(=O)NC4=NCCCCC4)c3)nc3ccccc3c2=O)cc1
1,1,3,9,-2.6,13,-9,1,-0.2,3,C=CCc1ccc(OCCOc2cccc3cccnc23)c(OC)c1
8,-4,-5,5,1.4,-8,1,-3,-0.9,9,CC(C)(C)Oc1ccccc1Nc1nc(NCCO)nc(N2CCCC2)n1
3,-3,-3,6,-3.7,1,6,x,0.4,5,O=C(Oc1cc(-c2ccccc2)no1)c1ccc(Cl)cc1
-2,-3,10,6,-0.5,-2,-4,-2&-3,0.0,2,CC(C)(C)NCC(O)c1cc(O)cc(O)c1 (stereo unspecified)
4,0,-3,4,0.7,-1,-7,-3,-0.3,x,O=S1(=O)CCN(c2ccccc2CC(c2c[nH]c3ccccc23)c2c[nH]c3ccccc23)CC1
0,-6,8,9,0.7,10,-6,-4,x,11,Cc1cc(C)n2cc(CSc3nnnn3-c3ccccc3C)nc2n1
-4,-20,-5,-3,-0.6,-7,-3,x,x,4,CCOc1ccccc1NC(=O)CSc1ncnc2c1oc1ccccc12
0,2,0,x,0.1,2,-8,4,0.8,x,O=C(O)C(Cc1ccccc1)N1C(=O)c2c(Cl)c(Cl)c(Cl)c(Cl)c2C1=O (stereo unspecified)
3,-1,6,-353,-2.1,0,-17,x,-2.1,6,Fc1ccc(Br)cc1C1C=C(c2ccc(Br)cc2)Nc2ncnn21 (stereo unspecified)
-2,3,-1,-4,-2.0,-5,2,x,1.0,-1,COCCNC(=O)/C(C#N)=C/c1ccc(-c2ccc(OC)cc2[N+](=O)[O-])o1
0,-36,-3,8,0.0,-7,-3,-6,0.0,-10,O=C1N(C2CCCC2)C[C@@H]2C[C@@H](c3cccn3-c3nccs3)N3CCC[C@@]123
-2,-4,2,-16,-2.3,1,-5,-2,1.0,-2,COc1ccccc1OCC(=O)NN1Cc2ccccc2C1=N
1,x,-11,0,1.5,-2,-9,1,0.1,-3,Cc1ccc([N+](=O)[O-])cc1S(=O)(=O)Nc1ccc(C(=O)NCc2ccccn2)cc1
0,x,0,-1,0.8,0,-4,x,-0.4,-1,O=C1CC(c2ccccc2)CC(O)=C1C=NCCN1CCN(C(=O)Nc2ccccc2)CC1 (stereo unspecified)
2,1,13,-4,-0.3,-7,-5,-5,-1.6,-6,O=C(COC(=O)COc1ccccc1[N+](=O)[O-])NC1CCCC1
